# High-throughput results deposited in PubChem BioAssay by National Center for Advancing Translational Sciences (NCATS).
# ERG-DNA inh – ERG Ets/DNA interaction inhibition; fluorescence polarization, His-ERG Ets domain / labelled DNA; Potency, µM (series often up to 76.9 µM), for the others: at the highest dose FP activity, negative = inhibition, actives largely listed as inhibitors; 370,000 tested, 0.028% active; AID 624246; active = well fitted inhibition curve with a large enough effect in the polarisation, with a control signal flat; inconclusive = small, poorly fitted or top-dose-only effect, or effect the other way, or a change in a side signal; inactive = no such curve, though single readings can be large or run the other way; the % refers to the polarisation;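 note: polarization taken with two DNA probes labelled with fluorescein and Texas red; % of control where 0% means no effect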
#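 His-tagged ERG Ets domain (1 uM in the protein solution; 300mM KCl, 50mM Tris-HCl, 1mM EDTA, 1mM DTT, pH 7.5) received compound, then a probe mix of 5 nM fluorescein-DNA and 100nM Texas-615-DNA. Fluorescence polarization was read for both dyes.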
# JMJD2A Tudor inh – blocks the human JMJD2A Tudor domain | O75164 | AlphaScreen JMJD2A-Tudor / H3K4me3 peptide binding | Potency, µM (titrated, usually from 114 µM), without a hit: at the highest dose activity change, negative = inhibition, usual class: inhibitors | 390,000 tested, 4.4% active; note: % is set by controls: 0 for no effect and ±100 for the full control effect; nearly all actives have a fitted effect of over 50% in size
# Pin1 inh – inhibitors of human Pin1; Q13526; Pin1 FP peptide displacement, HiFluor488, 10 min; Potency, µM (highest dose often 115 µM), for the others: at the highest dose activity, negative = inhibition, usual class: inhibitors; 390,000 tested, 0.009% active; AID 504891; active = well fitted inhibition curve with a large enough effect in the polarisation, with a control signal flat, not every such curve was filed as active; inconclusive = small, poorly fitted or top-dose-only effect, or effect the other way, or a change in a side signal; inactive = no such curve, though single readings can be large or run the other way; the % refers to the polarisation; note: % is set by controls: 0 for no effect and ±100 for the full control effect
# Target sequence (Q13526 whole entry, looked up): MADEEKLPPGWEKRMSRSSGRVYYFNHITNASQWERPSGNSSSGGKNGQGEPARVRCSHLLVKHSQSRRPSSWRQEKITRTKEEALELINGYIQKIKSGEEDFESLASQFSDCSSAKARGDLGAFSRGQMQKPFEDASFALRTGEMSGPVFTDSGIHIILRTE
# RGS4 inhibitor – human RGS4 inhibition; Transcreener GDP fluorescence polarization, RGS4-accelerated GTP hydrolysis; 390,000 tested, 0.039% active; AID 504845; P49798; Potency, µM (doses to about 114 µM), for the others: top-dose activity change, negative = inhibition, most hits filed as inhibitors; note: % is set by controls: 0 for no effect and ±100 for the full control effect; nearly all actives have a fitted effect of over 75% in size; some results filed as inactive show a strong effect at the top dose
#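 MLSMR compounds (23 nl, pin-transferred) preincubated 10 min at room temperature with a 500nM (2x) first reagent, then RGS4 at 900nM (2x) plus Transcreener GDP mix added; fluorescence polarization (620/688 nm) read before and after 90 min at 30 °C.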
# GLS inh – blocks human kidney-isoform glutaminase activity; GLS enzymatic activity, qHTS titration; Potency, µM (highest dose often 45.5 µM), for inactives: at the highest dose activity change, negative = inhibition, usual class: inhibitors; 410,000 tested, 0.21% active; AID 624170; note: % is set by controls: 0 for no effect and ±100 for the full control effect
#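 Two-point fluorescence kinetic (t0, 30 min RT) for hKGA; glutamate detected via glutamate oxidase–HRP–Amplex Red. Substrate: 1 mM L-glutamine solution; buffer 45 mM KH2PO4, pH 8.2.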
# rTrxR1 inhibitor – inhibitors of rat thioredoxin reductase 1. O89049. recombinant rTrxR1, NADPH fluorescence consumption, selenite substrate. Potency, µM (titrated, usually from 114 µM), inactives show at the highest dose activity change, negative = inhibition, usual class: inhibitors. 390,000 tested, 1% active; note: % is set by controls: 0 for no effect and ±100 for the full control effect; nearly all actives have a fitted effect of over 65% in size
#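 Rat TrxR1 (90 nM in the dispensed reagent) was pre-reduced with 400 uM NADPH for 5 min at room temperature, then incubated with compound for 15 min. After 400 uM selenite was added, NADPH fluorescence (Ex 340/Em 450 nm) was followed for 8 min.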
# PGK inhibitor – inhibitors of T. brucei phosphoglycerate kinase | P07378 | Potency, µM (titrated, usually from 57.5 µM), inactives show at the highest dose activity change, negative = inhibition, most hits filed as inhibitors | 380,000 tested, 0.043% active | PGK/GAPDH coupled, Kinase-Glo luminescence, 60 min; note: % is set by controls: 0 for no effect and ±100 for the full control effect; nearly all actives have a fitted effect of over 60% in size
#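 Recombinant glycosomal PGK reaction used 1,3-bisphosphoglycerate generated in-well by GAPDH (100nM final) in 100mM TEA pH 7.6, 5mM MgCl2, 0.01% Tween-20. After 60 minutes at room temperature, ATP was read by Kinase-Glo Plus luminescence end-point.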
# ALOX12 inh – blocks human arachidonate 12S-lipoxygenase. purified 12hLO, xylenol orange hydroperoxide absorbance. Potency, µM (titrated, usually from 108 µM), inactives show at the highest dose activity change, negative = inhibition, hits mostly inhibitors. 580,000 tested, 1.1% active. AID 1671190; note: % is set by controls: 0 for no effect and ±100 for the full control effect
# Target sequence (P18054 whole entry, looked up): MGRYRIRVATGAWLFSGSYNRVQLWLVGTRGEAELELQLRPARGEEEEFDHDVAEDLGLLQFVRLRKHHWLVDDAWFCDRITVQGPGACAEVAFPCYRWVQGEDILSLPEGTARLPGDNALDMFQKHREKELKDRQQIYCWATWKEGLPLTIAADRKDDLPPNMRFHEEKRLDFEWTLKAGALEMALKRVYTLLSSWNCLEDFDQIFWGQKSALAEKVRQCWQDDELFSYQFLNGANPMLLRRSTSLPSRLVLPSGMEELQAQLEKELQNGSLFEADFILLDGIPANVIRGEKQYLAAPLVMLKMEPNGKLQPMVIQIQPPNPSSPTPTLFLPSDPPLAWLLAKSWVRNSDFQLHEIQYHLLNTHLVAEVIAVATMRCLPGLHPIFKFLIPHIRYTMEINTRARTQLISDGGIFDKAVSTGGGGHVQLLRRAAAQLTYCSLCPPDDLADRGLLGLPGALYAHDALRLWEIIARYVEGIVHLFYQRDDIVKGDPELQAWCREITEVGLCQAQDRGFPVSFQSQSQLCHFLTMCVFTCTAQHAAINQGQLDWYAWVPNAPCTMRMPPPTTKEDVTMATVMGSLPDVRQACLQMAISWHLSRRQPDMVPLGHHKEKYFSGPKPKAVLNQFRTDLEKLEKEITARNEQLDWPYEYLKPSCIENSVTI
#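 Purified human 12hLO (150 nM final) in 25 mM Hepes, 0.01% Triton X-100, pH 7.0 was preincubated 15 min at room temperature with compound. Then 40 uM arachidonic acid was added, 30 min. Hydroperoxide was read by Fe-XO absorbance ratio 573/405 nm.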
# HP1b binding inh – HP1-beta chromodomain-methylated histone interaction inhibition. P83916. AlphaScreen HP1-beta / biotin-H3K9me3 peptide binding. Potency, µM (series often up to 114 µM), for inactives: at the top dose activity change, negative = inhibition, usual class: inhibitors. 390,000 tested, 0.56% active; note: nearly all actives have a fitted effect of over 70% in size; inactives centre near 23
# Target sequence (P83916 whole entry, looked up): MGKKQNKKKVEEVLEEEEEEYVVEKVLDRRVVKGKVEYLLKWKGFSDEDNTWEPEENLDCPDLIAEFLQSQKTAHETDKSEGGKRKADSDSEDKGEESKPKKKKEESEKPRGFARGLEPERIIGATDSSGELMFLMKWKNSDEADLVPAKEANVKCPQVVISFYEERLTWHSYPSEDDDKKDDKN
#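 Compound inhibition of the preformed complex between 50 nM HP1-beta and 50 nM biotinylated H3K9me3 peptide was read by AlphaScreen. Buffer was PBS pH 7.4 with 0.01% Tween-20. Incubations ran 30 min at room temperature, with 10 ug/mL donor/acceptor beads.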
# Active calls of the source: *; i = inactive; ? = inconclusive; nt = not tested or not shown; & = joins results of further samples; [ ] = dose if it differs, or a comment. Unless noted, calls come from the whole dose curve; as a rule, active = well fitted curve in the direction sought with a large enough effect; inconclusive = small, poorly fitted or top-dose-only effect, or another doubt; inactive = no such curve, though single readings can be large; an effect the other way counts as inactive or inconclusive. Potency is the fitted concentration of half-maximal effect. A portion of the library (hit frequency here may not be typical).
SMILES,ERG-DNA inh,JMJD2A Tudor inh,Pin1 inh,RGS4 inhibitor,GLS inh,rTrxR1 inhibitor,PGK inhibitor,ALOX12 inh,HP1b binding inh
Cc1ccc(S(=O)(=O)c2nc(-c3ccc(F)cc3)oc2SCC(=O)c2ccccc2)cc1,-17%,-21%,?,-18%,8%,-4%,9%,2%,14%
Cc1ccccc1S(=O)(=O)c1cc2ccccc2nc1N,-3%,27%,2%,-14%,-2%,36%[activator][57.1 µM],i,-14%,65%[activator]
FC(F)(F)c1ccc(Cl)c(-n2c(Cc3cccs3)n[nH]c2=S)c1,-4%,?,1%,3%,?,-17%,i,?,16%
O=C(CCC(=O)N1CCOCC1)NCc1cccc(C(F)(F)F)c1,10%,-1%,5%,19%,-2%,13%,7%,0%,41%[activator]
Cn1c(CNc2cccc(Cl)c2)nnc1SCC(=O)OC1CCCCC1,-4%,-13%[57.1 µM],-8%,-39%[56.9 µM],4%,12%,i,0%,12%
O=C(CCN1C(=O)c2ccccc2C1=O)Nc1ccc(S(=O)(=O)NC2=NCCCCC2)cc1,-3%,-3%,5%,-23%,-25%,11%,3%,0%,26%
O=C(NNc1ccc([N+](=O)[O-])cc1[N+](=O)[O-])c1ccco1,6%,?,-2%,4%,0%,-16%,-19%,nt,?
CCOC(=O)c1cnc(SC)nc1Nc1cccc(F)c1,-4%,76%[activator],12%,-7%,-4%,-1%,i,0%,186%[activator]
C/C(=N\NC(=O)CNC(=O)c1cccs1)c1ccc(Cl)c(Cl)c1,-2%,-14%,3%,11%,0%,-8%,-5%,-2%,22%
CC(C)c1ccc(NC(=O)CSc2nnc(-c3ccccn3)n2C)cc1,0%,-18%,-4%,10%,-3%,12%,2%,-4%,23%
O=C(Nc1ccccc1)c1cnc(-c2ccccc2)nc1-c1ccccc1,-9%,7%,-1%,-9%,5%,5%[57.1 µM],2%,-1%,21%
CS(=O)(=O)N(CC(=O)N1CCN(Cc2ccccc2)CC1)c1ccc2c(c1)OCCO2,?,-10%,1%,-10%,4%,-11%,-8%,9%,14%
Cc1cccc(N2CCN(CC(=O)Nc3nccs3)CC2)c1C,-9%,-20%,7%,-10%,24%,4%,-3%,?,10%
O=C1CC(c2ccccc2)CC2=C1C1(CCCC1)N=C(Nc1nc3ccccc3o1)N2 (centres undefined),nt,-27%,-6%,nt,7%,nt,nt,?,nt
COc1cc(Cl)c(NS(=O)(=O)c2ccc3[nH]c(=O)ccc3c2)c(OC)c1,2%,-14%,-11%,20%,2%,16%[57.1 µM],-5%,-23%,14%[57 µM]
C[C@H]1CC[C@H]2C(=O)N[C@H](Cc3ccccc3)C(=O)N2[C@@H]1c1ccccc1,4%,-20%,-1%,3%,5%,13%,5%,nt,14%
CCCCn1c(CNC(=O)CCC)nc2ccccc21,-10%,-4%,-11%,-1%,-1%,48%[activator][57.1 µM],-2%,20%,13%
CC1Cc2ccccc2N1C(=O)Cn1c(=O)cc(O)c2ccccc21 (centres undefined),6%,-14%,0%,-23%,6%,6%,-1%,-9%,27%
CCN(CC)S(=O)(=O)c1cccc(C(=O)OCC(=O)NC(C)c2ccccc2)c1 (centres undefined),-2%,-1%,-3%,-1%,0%,5%,-4%,-28%,33%
CCOC(=O)N1CCN(C(=O)Cn2ccc3c(OC)cccc3c2=O)CC1,11%,-8%,4%,24%,5%,-3%[57.1 µM],-4%,10%,28%

# 2 compounds from above, showing only HP1b binding inh and rTrxR1 inhibitor.
SMILES	HP1b binding inh	rTrxR1 inhibitor
Cc1ccccc1S(=O)(=O)c1cc2ccccc2nc1N	65%[activator]	36%[activator][57.1 µM]
FC(F)(F)c1ccc(Cl)c(-n2c(Cc3cccs3)n[nH]c2=S)c1	16%	-17%

# Some values from the entries so far:
# In Pin1 inh, O=C(CCC(=O)N1CCOCC1)NCc1cccc(C(F)(F)F)c1 reads 5%
# In ERG-DNA inh, O=C(Nc1ccccc1)c1cnc(-c2ccccc2)nc1-c1ccccc1 reads -9%
# In ALOX12 inh, C/C(=N\NC(=O)CNC(=O)c1cccs1)c1ccc(Cl)c(Cl)c1 reads -2%
# In ALOX12 inh, CCCCn1c(CNC(=O)CCC)nc2ccccc21 reads 20%
# In HP1b binding inh, Cc1ccc(S(=O)(=O)c2nc(-c3ccc(F)cc3)oc2SCC(=O)c2ccccc2)cc1 reads 14%

# (next part)
SMILES,ERG-DNA inh,JMJD2A Tudor inh,Pin1 inh,RGS4 inhibitor,GLS inh,rTrxR1 inhibitor,PGK inhibitor,ALOX12 inh,HP1b binding inh
CCCC(=O)OC1=CN(Cc2ccccc2)S(=O)(=O)c2ccccc21,1%,41%[activator],4%,7%,-1%,21%,-5%,2%,122%[activator]
O=C(CCNC(=O)c1ccc([N+](=O)[O-])cc1)Nc1ccc(F)cc1,3%,2%,-2%,7%,-2%,3%,-8%,-2%,25%
COc1cc(C(=O)NCCc2ccc(S(=O)(=O)N3CCCC3)cc2)cc(OC)c1OC,8%,15%,0%,-12%,-2%,18%,0%,-11%,38%
O=C(c1cnn2c(-c3ccccc3)cc(-c3ccccc3)nc12)N1CCN(Cc2ccccc2)CC1,-9%,-1%[11.4 µM],8%,19%[11.4 µM],6%,4%,-8%,-11%,85%[activator]
CC(C)C(=O)Nc1ccc([N+](=O)[O-])c(C(F)(F)F)c1,-18%,-12%,0%,-18%[56.9 µM],4%&-11%,10%[57.1 µM],i,-13%,34%
Cc1ccc2c(c1)cc(C(=O)NCc1ccccc1C)n2C,-4%,-5%,4%,0%,3%,27%,-8%,-14%,17%
COc1ccc(C)cc1NC(=O)C(OC(=O)CNC(=O)c1ccc(Br)cc1)c1ccccc1 (centres undefined),-7%,-4%,12%,-4%,-2%,6%,-8%,-12%,14%
O=C(CCC(=O)c1ccc(F)cc1)Nc1ccc(Cl)cc1,-13%,-3%,12%,2%,-5%,19%[57.1 µM],-11%,-16%,36%
NC(=O)C1CC12c1ccccc1-c1ccccc12 (centres undefined),12%,-14%,-2%,15%,-8%,-21%,5%,-2%,21%
CCOc1ccc2oc(C(=O)N(C)CC(=O)Nc3ccc(OCC)c(OCC)c3)c(C)c2c1,-4%,-24%,-7%,3%,5%,2%,-6%,-1%,-6%
Cc1cccc(NC(=O)CCCCCN2C(=O)c3ccccc3C2=O)n1,-4%,-5%,-1%,-45%,-1%,0%,-2%,4%,13%
CC(C)(C)N/N=C/c1cc(Cl)cc([N+](=O)[O-])c1O,nt,?,-14%,-5%,17%,-3%,-17%,16µM*,-33%
CSc1ncccc1C(=O)OCC(=O)Nc1ccc(Cl)cn1,9%[15.4 µM],-5%,3%,-24%,-8%,-5%,i,-1%,31%
CCn1c(=O)c2cc(C(=O)NCCc3cc(OC)ccc3OC)sc2c2ccccc21,-6%,-24%,-1%,-4%,-2%,22%,-1%,-9%,5%
COc1cc(/C=C2\CCOC2=O)cc(OC)c1OC,3%,-9%,-1%,2%,-7%,4%,-3%,-18%,19%[57 µM]
CCOC(=O)c1c(=O)n(O)c2ccc(OC)cc2[n+]1[O-],-6%,50µM*,?,-6%,-3%,-20%,-7%,?,3%
Cc1ccc(-c2noc(Cn3cc(S(=O)(=O)N4CCCC4)ccc3=O)n2)cc1,6%,8%,15%,-20%,-7%,13%,-8%,0%,41%[activator]
CCN(CC)C(=O)CS(=O)(=O)CC(=O)Nc1cc(OCCOC)c(Cl)cc1Cl,15%,-3%,-10%,-18%,-3%,-3%[57.1 µM],-7%,-26%,8%
O=C(CCNS(=O)(=O)c1ccccc1)NNC(=O)c1csc(N2CCOCC2)n1,5%,-9%,-2%,-22%,9%,7%,i,10%,43%[activator]
CCn1c(CNc2ccc(F)cc2)nnc1SCC(=O)OC1CCCCC1,nt,-16%,-1%,8%,3%,9%,-1%,3%,15%

# A portion of the results above, for reference:
SMILES,ERG-DNA inh,JMJD2A Tudor inh,Pin1 inh,RGS4 inhibitor,GLS inh,rTrxR1 inhibitor,PGK inhibitor,ALOX12 inh,HP1b binding inh
O=C(CCNS(=O)(=O)c1ccccc1)NNC(=O)c1csc(N2CCOCC2)n1,5%,-9%,-2%,-22%,9%,7%,i,10%,43%[activator]
CCn1c(CNc2ccc(F)cc2)nnc1SCC(=O)OC1CCCCC1,nt,-16%,-1%,8%,3%,9%,-1%,3%,15%

# New compounds follow.
SMILES,ERG-DNA inh,JMJD2A Tudor inh,Pin1 inh,RGS4 inhibitor,GLS inh,rTrxR1 inhibitor,PGK inhibitor,ALOX12 inh,HP1b binding inh
COc1ccc(NC(=O)C2CCCN(c3c4c(nc5ncnn35)CCC4)C2)cc1 (centres undefined),1%,-7%,-2%,9%,3%,-1%,-2%,0%,7%
C=CCn1c(SCC(C)=O)nc2scc(-c3ccc(C)o3)c2c1=O,-19%,?,3%,?,2%,-64%,2%,-8%,20%
O=C(Nc1ccccc1C(=O)NCC1CCCO1)c1ccc(Cl)cc1 (centres undefined),8%,-1%,-11%,0%,0%,-5%,-7%,3%,34%
CC1(C)C(c2ccc(Cl)cc2)=[N+]([O-])C2(CCCC/C2=N\O)N1O (centres undefined),-4%,18%,1%,-4%,24%,12%[57.1 µM],-4%,4%,51%[activator]
